# Screening data as filed in PubChem.
# GLD-1 TGE inh – GLD-1/TGE RNA complex disruptors, primary screen, biochemical, fluorescence polarization; AID 2280, 2010; 320,000 tested, 0.44% active; Female germline-specific tumor suppressor gld-1 (Caenorhabditis elegans), Q17339; purified GLD-1 + fluorescein TGE RNA; inhibition, % at 5.96 µM;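 active = percent inhibition above a per-plate cutoff, the plate mean of test compounds plus 3 SD, cut at about 30% in these data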;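 also: 0% = DMSO wells with GLD-1 and probe and 100% = wells lacking GLD-1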
# MEX-5 binding – MEX-5 zinc finger RNA-binding disruptors – biochemical, C. elegans, fluorescence polarization, MLPCN library, primary screen | Zinc finger protein mex-5 (Caenorhabditis elegans), Q9XUB2 | MEX-5/FITC-TCR2 RNA binding; active compounds read low | activity score (negative = inhibition of binding), % at 10 µM | 300,000 tested, 0.38% active | AID 1832, 2009;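 active = inhibition past about -25% in most replicates, and total fluorescence under double the plate's negative control median, limit read from the data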;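 also: 0% = DMSO and -100% = 5 µM competing unlabeled TCR2 RNA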
# PME-1 inh – PME-1 inhibitors via competitive probe labeling, primary screen, biochemical, fluorescence polarization, FP-Rh probe, HTS. Protein phosphatase methylesterase 1 (Homo sapiens), Q9Y570. recombinant PME-1. inhibition, % at 5.9 µM. 320,000 tested, 0.53% active. AID 2130, 2009;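 active = inhibition above the campaign mean of all compounds plus 3 SD, cut at about 26% in these data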;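 also: competitive labeling of PME-1 active site by serine hydrolase directed probe; 0% = PME-1 with DMSO and 100% = wells lacking PME-1 enzyme; inhibitors block probe labeling so polarization falls and inhibition rises; many of its hits are not listed in these tables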
# VLA-4 inh – inhibition in human VLA-4 binding assay, primary screen, VLA-4 allosteric modulator project, MLPCN library, flow cytometry, VLA-4 expressing cells; Integrin alpha-4 (Homo sapiens), P13612; 330,000 tested, 0.2% active; inhibition, % (about 7 µM as worked out from the volumes in the protocol); ligand binding flow cytometry; in the data active = inhibition above about 50%
# Target sequence (P13612 whole entry, looked up): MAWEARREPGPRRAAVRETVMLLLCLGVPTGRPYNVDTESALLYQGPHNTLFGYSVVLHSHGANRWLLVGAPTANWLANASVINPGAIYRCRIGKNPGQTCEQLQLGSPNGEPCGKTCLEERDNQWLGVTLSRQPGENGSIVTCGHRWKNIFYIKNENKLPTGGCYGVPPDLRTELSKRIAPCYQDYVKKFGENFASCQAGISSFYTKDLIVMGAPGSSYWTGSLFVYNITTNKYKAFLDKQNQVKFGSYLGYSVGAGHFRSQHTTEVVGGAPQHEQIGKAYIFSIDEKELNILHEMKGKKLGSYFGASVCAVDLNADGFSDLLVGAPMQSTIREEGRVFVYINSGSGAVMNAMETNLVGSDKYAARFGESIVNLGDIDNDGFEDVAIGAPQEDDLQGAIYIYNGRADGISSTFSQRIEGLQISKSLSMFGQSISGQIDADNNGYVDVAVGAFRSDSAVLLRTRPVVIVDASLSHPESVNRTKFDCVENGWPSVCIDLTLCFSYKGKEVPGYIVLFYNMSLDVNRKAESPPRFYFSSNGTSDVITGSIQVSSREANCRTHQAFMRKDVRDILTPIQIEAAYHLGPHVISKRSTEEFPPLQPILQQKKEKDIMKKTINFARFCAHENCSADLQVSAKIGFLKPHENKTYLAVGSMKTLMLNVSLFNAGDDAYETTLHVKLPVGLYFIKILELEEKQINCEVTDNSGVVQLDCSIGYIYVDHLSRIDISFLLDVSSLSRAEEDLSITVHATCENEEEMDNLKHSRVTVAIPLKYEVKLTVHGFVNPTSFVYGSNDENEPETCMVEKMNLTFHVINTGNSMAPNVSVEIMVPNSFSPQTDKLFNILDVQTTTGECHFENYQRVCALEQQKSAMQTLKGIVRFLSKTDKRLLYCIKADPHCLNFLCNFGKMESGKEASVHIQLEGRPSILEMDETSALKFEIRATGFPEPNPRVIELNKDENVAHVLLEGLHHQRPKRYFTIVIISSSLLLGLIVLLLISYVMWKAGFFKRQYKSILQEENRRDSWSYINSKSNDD
# Fam108B counter – mouse Fam108B serine hydrolase inhibitors, primary screen, counter-screen for RBBP9 inhibitor project, biochemical, fluorescence polarization; recombinant Fam108B, FP-Rh probe fluorescence polarization; inhibition, % at 9.51 µM; 300,000 tested, 0.33% active;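 active = inhibition above the screen mean inhibition plus 3 SD, computed separately per campaign, cut at about 18% in these data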;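 also: inhibitors lower polarization as less probe binds the enzyme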
# MCL1-BIM inh – inhibitors of MCL1 binding to BIM-BH3, primary screen, biochemical, fluorescence polarization; GST-MCL1 / FITC-Bim-BH3 fluorescence polarization; inhibition, % at 10.9 µM; 320,000 tested, 0.68% active; AID 2057, 2009;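 active = inhibition above the mean inhibition of all tested compounds plus 3 SD, set per campaign, cut at about 40% in these data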;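 also: 0% = DMSO wells and 100% = unlabeled Bim-BH3 peptide control; higher means more loss of mP so more displacement of Bim peptide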
# Efflux pump mplx – inhibitors of Candida efflux pumps in yeast, primary screen, S. cerevisiae, Nile Red, multiplex; S. cerevisiae Candida pump triplex; inhibition, % at 10 µM; 330,000 tested, 0.44% active; AID 485275, 2010;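 active = plate passing quality check with inhibition over a set limit, or well fluorescence over plate mean plus 4 SD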;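 also: Nile Red retained in pooled yeast measured as flow cytometry median fluorescence; 0% = buffer negative control and 100% = Enniatin B positive control; higher means more Nile Red kept so more efflux inhibition; some compounds called inactive have numbers as strong as hits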
# GRK2 inh – compounds blocking aptamer binding on GRK2 – biochemical, human GRK2, bead flow cytometry, HTS, primary screen | inhibition of aptamer binding, % at 10 µM | FAM-aptamer displacement from GRK2 | 330,000 tested, 0.59% active | AID 488847, 2010 | Beta-adrenergic receptor kinase 1 (Homo sapiens), P25098;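 active = inhibition of aptamer binding above 40%, roughly 3 SD of noise, on plates passing a quality check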;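 also: median bead fluorescence of bound FAM aptamer so fluorescent compounds give negative values; no value below 0 was filed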
# BCLXL inh – inhibitors of human Bcl-xL, primary screen, biochemical, fluorescence polarization, HTS | GST-Bcl-xL / FITC-Bim BH3 peptide fluorescence polarization | Bcl-2-like protein 1 (Homo sapiens), Q07817 | AID 2129, 2009 | 320,000 tested, 0.7% active | inhibition, % at 10.9 µM;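 active = inhibition above the mean of all tested compounds plus 3 SD, cutoff set per campaign, cut at about 30% in these data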;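 also: 0% = DMSO wells and 100% = unlabeled Bim-BH3 peptide competitor; inhibitors lower millipolarization by displacing the labeled peptide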
# The depositor's hits bear a star; / = no result given. Not all compounds are listed; the hit share may differ from the screen's.
SMILES,GLD-1 TGE inh,MEX-5 binding,PME-1 inh,VLA-4 inh,Fam108B counter,MCL1-BIM inh,Efflux pump mplx,GRK2 inh,BCLXL inh
O=C(COC(=O)CNC(=O)c1cccc([N+](=O)[O-])c1)Nc1cccc(S(=O)(=O)N2CCCC2)c1,2,2.3,-1,-2,2,-2,-4.3,/,1
COC(=O)[C@H](CC(C)C)N(Cc1ccccc1)S(=O)(=O)N(Cc1ccc(OC)cc1)[C@@H](CC(C)C)C(=O)OC,8,/,/,16,/,/,-0.1,0,/
O=C(CN1C(=O)COc2ccccc21)Nc1ccc(F)cc1,2,1.5,5,-9,1,7,0.0,0,8
OC1CCCC1,7,/,1,13,/,3,-0.2,1,4
COC(=O)c1cccc(NC(=O)/C=C/c2cccc([N+](=O)[O-])c2)c1,2,-2.8,11,1,-2,-5,-0.4,0,2
CC1CCCC(C)N1C(=O)CSc1nc2ccccc2c(=O)[nH]1 (stereo unspecified),6,0.4,0,6,1,4,0.2,4,1
Cc1cc(C)cc(C(=O)NC(CC(N)=O)c2ccc(NC3CCCCCCC3)c([N+](=O)[O-])c2)c1 (stereo unspecified),3,-0.2,1,17,3,4,-0.1,0,3
CCO/C=C1\C(=O)N(CC)c2ccccc21,2,1.7,0,-5,1,5,-0.1,1,7
O=S(=O)(N/N=C/c1ccc(F)cc1)c1ccccc1,-4,-0.8,-3,5,5,4,0.1,3,4
CCc1ccccc1OCC(=O)Nc1ccc2c(c1)OCCO2,-3,1.5,0,9,1,-7,0.4,2,-2
Cn1c2c(c(=O)[nH]c1=O)C(NC(=O)c1ccco1)(C(F)(F)F)C(=O)N2 (stereo unspecified),4,/,0,13,-1,-2,0.1,1,4
Cc1ccc(C)c(S(=O)(=O)N2CCN(c3nc(CN4CCOCC4)nc4sc(C)c(C)c34)CC2)c1,-12,/,22,11,/,-2,0.0,0,-1
CCC(C)[C@H]1CNC(=O)C(=O)N1CCCc1cc(OC)c(OC)c(OC)c1 (stereo partly specified),11,1.0,3,12,-6,7,0.0,0,5
O=C(CSc1nnnn1C1CCCCC1)NCCc1ccccc1,-1,0.3,5,0,0,0,-0.1,1,6
CCN(CC)S(=O)(=O)c1cccc(-c2nnc(SCC(=O)NCCC3=CCCCC3)n2N)c1,-1,-5.6,6,0,4,-2,-0.2,0,0
CC(=O)n1nc(-c2ccco2)nc1SCc1ccccc1,8,0.3,-5,5,-1,3,0.1,4,1
CCOc1ccc2nc(SCC(=O)NC3CCCCC3)[nH]c2c1,2,0.1,-4,1,1,-10,0.1,1,-1
CCOC(=O)CSc1nnc(C)c(=O)[nH]1,1,-0.2,-10,0,-1,4,0.2,3,3
COc1ccc(OCC(=O)Nc2ccc3c(c2)nc(CCn2ccccc2=O)n3C)cc1,3,0.4,-4,11,2,0,0.3,2,9
CCc1nnc(NC(=O)CSCc2cc(=O)n3nc(C)sc3n2)s1,9,0.6,-1,3,0,10,-0.1,2,6
Cc1ccccc1OCC(=O)N/N=C/c1cn(Cc2ccccc2)c2ccccc12,5,1.3,6,8,0,-6,0.3,0,2
Cc1cc(NC(=O)c2ccc(Cl)cc2)n(CCOC(=O)c2ccc(Cl)cc2)n1,6,-3.0,-15,11,-1,-4,-0.3,1,2
COc1ccc(CCNc2nc(-c3sc(C)nc3C)cs2)cc1OC,1,0.1,-2,-3,5,-5,-0.1,1,-5
CC1CCCCC1NC(=O)CN1c2cccc3cccc(c23)S1(=O)=O (stereo unspecified),0,/,9,-3,/,10,-0.1,0,4
COc1ccc(OCC(=O)OCC(=O)NC2CC2)cc1,0,/,-7,8,/,6,-0.1,0,2
CCOC(=O)c1cc(-c2ccc(OC)cc2)nc2c1c(C)nn2CCC(N)=S,1,1.4,-8,19,-6,12,-0.2,0,6
Cc1ccc(NC(=O)c2ccc(S(=O)(=O)N3CCCCC3)cc2)cc1,2,1.2,1,6,-1,7,-0.1,4,2
O=C(CCN1C(=O)/C(=C/c2ccccc2Cl)SC1=S)N1CCCC1,0,3.5,-3,-3,-2,3,0.2,1,-5
Cc1ccc(C(=O)OCC(=O)N2CCC(Cc3ccccc3)CC2)cc1N,1,-0.9,3,5,1,-2,-0.1,4,2
COC(=O)[C@]1(C)N[C@H](CN(C)C(=O)c2ccc(F)cc2)[C@@H]2C(=O)N(Cc3ccccc3)C(=O)[C@@H]21,-1,/,/,-6,/,/,-0.2,5,/
COc1cccc(Cn2c(NCc3ccco3)nc3c2c(=O)n(C)c(=O)n3C)c1,14,-0.4,7,12,-1,1,-0.2,0,7
COc1nc(NCCO)nc(Nc2ccc([N+](=O)[O-])cc2)n1,-2,0.8,6,7,-2,7,0.0,0,6
O=C(/C=C/c1ccccc1)NC(=S)Nc1ccc(N2CCOCC2)c(Cl)c1,-2,-2.1,3,11,-2,6,0.0,1,3
Cc1cccc(C)c1NS(=O)(=O)c1ccc(F)cc1,3,/,-3,11,-1,-6,-0.1,0,3
COc1cc(-c2nc(CN3CCN(C(=O)c4ccco4)CC3)c(C)o2)ccc1F,-6,-2.4,6,-5,-2,6,0.2,0,5
COc1ccc(CCNC(=O)CSc2nnnn2-c2ccccc2)cc1,-1,-1.3,-4,-4,2,9,0.0,3,4
Cc1ccc(Cn2nnnc2CN2CCC(O)(c3cccnc3)CC2)cc1,5,3.3,-4,9,0,-5,0.0,0,0
COc1cc(C(c2c(C)n(C)n(-c3ccccc3)c2=O)c2c(C)n(C)n(-c3ccccc3)c2=O)cc(Br)c1O,-7,-3.0,-3,4,-2,3,0.1,1,0
O=C(N/N=C/c1cccc(Br)c1)c1ccc(Br)cc1,7,3.3,-16,-6,-9,10,-0.1,0,1
Nc1cc(=O)nc(SCc2ccccc2)n1Cc1ccco1,-4,0.5,3,12,1,5,0.0,2,7
CN(CC(=O)Nc1ccc(Cl)c(C(F)(F)F)c1)C(=O)Cc1cccs1,-4,4.9,5,-18,0,-8,0.2,0,-3
CCOc1ccc(NC(=O)CNC(=O)c2ccc(OC)c(OC)c2)cc1,-2,1.1,-9,29,-4,-3,-0.1,1,-2
COc1ccc(CN2CCC(n3nccc3NC(=O)C3CC3)CC2)c(Cl)c1OC,-5,0.7,1,-4,0,0,-0.1,0,2
S=c1[nH]ccn1-c1cccc(Cl)c1,-7,3.3,1,16,-4,-8,-0.4,3,-17
COc1cccc(-c2nc(CC(=O)O)cs2)c1OC,1,-2.8,-1,13,-2,2,-0.1,2,3
Cc1ccc(C(=O)N2CCN(S(=O)(=O)c3ccccc3[N+](=O)[O-])C2)cc1,5,-0.3,3,-3,-2,-1,0.0,7,-2
CC(C)c1ccc(NCCC(=O)c2ccc(Br)cc2)cc1,8,1.8,-2,4,-3,0,0.5,37,0
COC(=O)[C@@]1(Cc2ccc(F)cc2)[C@H]2c3cc(C(=O)N(C)C)n(Cc4ccccn4)c3C[C@H]2CN1C(=O)c1ccccc1,3,/,0,-4,-5,-5,0.2,3,-1
CSc1ncc(C(=O)Nc2ccc(Cl)cc2)c(C)n1,20,1.5,0,-11,0,9,0.1,1,14
CCCNC(=O)c1ccccc1NC(=O)CN(c1ccccc1OCC)S(C)(=O)=O,2,-0.7,-3,33,-3,5,-0.2,2,4
CCC[C@@H]1C[C@@H](C(=O)NC(C(C)Cl)[C@H]2O[C@H](SC)[C@H](O)[C@@H](O)[C@H]2O)N(C)C1 (stereo partly specified),7,-1.5,-1,22,2,14,0.1,0,4
Cc1cccc(N2CC3=C(C2=O)C(c2ccccc2)NC(=O)N3C)c1 (stereo unspecified),4,0.4,-8,17,-3,3,-0.1,0,3
NC(=O)C1CC(=O)N(Cc2ccc3c(c2)OCO3)C(=Nc2ccccc2)S1 (stereo unspecified),-2,-3.3,-1,6,3,1,0.0,0,-2
Cc1ccc([N+](=O)[O-])cc1NC(=O)CN1CCC(C)CC1,0,1.0,1,-1,4,-1,0.1,0,-7
CC1(C)CC(=O)C2=C(C1)OC(N)=C(C#N)C21C(=O)N(CN2CCOCC2)c2ccccc21 (stereo unspecified),10,-3.1,3,8,2,11,0.0,0,12
CC(=O)Nc1cccc(NC(=O)COc2ccccc2C)c1,-3,-2.3,-7,9,-2,2,0.0,2,2
CCOc1ccc(NC(=O)CN2CCN(C(=O)c3ccco3)CC2)cc1S(=O)(=O)N1CCCC1,-2,/,-3,-17,/,-14,0.0,0,-2
N/C(=N\OC(=O)CCCN1C(=O)c2ccccc2C1=O)c1ccc(Cl)cc1,-3,-0.4,-4,-10,0,-5,-0.1,4,2
CCN(Cc1ccccc1)C(c1ccncc1)c1nnnn1C(C)(C)C (stereo unspecified),6,-2.6,-5,6,3,9,0.4*,4,7
Cc1ccc(C(O)(C(=O)NN(C(=O)c2ccccc2)c2ccccc2)c2ccc(C)cc2)cc1,5,0.3,-14,-15,-7,-4,-0.2,3,1

# Going on with the list:
SMILES,GLD-1 TGE inh,MEX-5 binding,PME-1 inh,VLA-4 inh,Fam108B counter,MCL1-BIM inh,Efflux pump mplx,GRK2 inh,BCLXL inh
COc1ccc(-c2ccc(=O)n(CC(=O)NCC3COCCO3)n2)cc1 (stereo unspecified),1,0.0,0,0,5,1,0.1,2,4
Cn1nnc(NC(=S)NC(=O)c2cccc3ccccc23)n1,6,1.9,-4,9,-2,7,0.3,0,11
c1ccc2nc3ccccc3nc2c1,0,0.7,5,-17,-4,1,0.1,0,2
Cc1cc2c(cc1S(=O)(=O)Nc1cccc(F)c1)n(C)c(=O)c(=O)n2C,1,-1.5,19,29,2,0,0.1,4,0
Cc1ccc(O)c(C(CC(=O)NCc2ccco2)c2ccccc2)c1 (stereo unspecified),6,0.6,0,3,-5,-3,0.1,0,-1
CCOC(=O)c1[nH]c(C)c(C(=O)Nc2ccc(Cl)cc2)c1C,5,3.3,-1,1,0,2,-0.1,0,0
C[C@@H](NC(=O)c1nc[nH]c1C(=O)NCc1ccccc1)c1ccccc1,2,/,-3,3,/,4,0.0,2,-1
Cc1cccc(C)c1NC(=O)CN(C)C(=O)c1cc(S(=O)(=O)N2CCOCC2)ccc1N1CCCC1,15,-0.7,-1,11,3,-15,-0.1,2,-11
O=C(CCCOc1ccc(Cl)cc1Cl)N/N=C/c1ccco1,-8,4.3,3,2,1,9,0.0,0,4
COc1ccccc1NC(=O)COC(=O)C12CC3CC(CC(Br)(C3)C1)C2,-2,/,/,20,/,/,-0.2,0,/
CCN(CC)CCNC(=O)c1ccc(NC(=O)Cc2ccccc2F)cc1,1,2.4,1,-8,0,-2,-0.2,3,-13
CCOC(=O)N1CCC(NC(=O)c2cn(-c3ccc(OC)cc3)c(=O)c3ccccc23)CC1,3,0.7,9,-7,-1,-5,0.1,3,-4
Cc1ccc(NS(=O)(=O)c2csc(C(N)=O)c2)cc1C,-1,-1.2,-2,9,0,5,0.1,3,0
CCOC(=O)C1(C)/C(=N/Nc2ccc(Cl)cc2)C(=O)C(=O)N1c1ccccc1 (stereo unspecified),6,-2.4,-2,17,1,6,0.0,1,7
